Screens from PubChem.
EPAC1 ag = activates human EPAC1 exchange factor. Potency, µM (series often up to 154 µM), inactives show at the top dose activation, actives largely listed as activators. EPAC1 agonist qHTS, biochemical assay; response scale: 100% = response to 6.5 mM cAMP. O95398. actives 0.073% (n = 360,000); also: potency is read from the fitted curve at half-maximal effect; nearly all actives have a fitted effect of over 60% in size
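Nucleotide exchange by EPAC1 (100 nM) on Rap1B–BODIPY-GDP (250 nM) in the presence of 50 uM GDP is tracked fluorescently at 480/540 nm over 30 min. Signals are normalized to a 6.5 mM cAMP control.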
EPAC1 antag = antagonists of human EPAC1; O95398; EPAC1 GEF assay, Rap1b-BODIPY-GDP exchange fluorescence; AID 720709; Potency, µM (doses to about 115 µM), for the others: top-dose activity change, negative = inhibition, usual class: inhibitors; actives 0.14% (n = 360,000);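 also: potency is read from the fitted curve at half-maximal effect; plate controls were vehicle for no effect and positive control for full effect; nearly all actives have a fitted effect of over 50% in size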
MmCpn inh = M. maripaludis TRiC chaperonin inhibition; purified Mm-Cpn ATPase, ADP Transcreener TR-FRET; Potency, µM (doses to about 76.9 µM), without a hit: top-dose activity, negative = inhibition, usual class: inhibitors; actives 0.031% (n = 330,000); also: potency is read from the fitted curve at half-maximal effect; % is scaled to controls: 0 for no effect and ±100 for the full control effect; nearly all actives have a fitted effect of over 80% in size
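Purified archaeal Mm-CPN (25nM final) preincubated 10 min at 37degC with compound, then 10uM ATP for 30 min at 37degC; ADP measured by HTRF Transcreener TR-FRET; buffer 30 mM TRIS pH 7.4, 100mM KCl, 5mM MgCl2, 1mM DTT.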
EPAC2 antagonist = blocks human EPAC2 exchange factor | Q8WZA2 | EPAC2 GEF exchange of Rap1B-BODIPY-GDP, fluorescence | Potency, µM (titrated, usually from 114 µM), without a hit: at the top dose activity, negative = inhibition, usual class: inhibitors | actives 0.18% (n = 360,000) | AID 720708; also: potency is read from the fitted curve at half-maximal effect; % is scaled to controls: 0 for no effect and ±100 for the full control effect; nearly all actives have a fitted effect of over 45% in size; many of its hits are not listed in these tables
PLK1 PBD inh = blocks phosphopeptide binding to human PLK1 polo-box domain; P53350; Plk1 PBD binding of FITC phosphopeptide, fluorescence polarization; Potency, µM, inactives show max response, negative = inhibition, actives largely listed as inhibitors; actives 2.8% (n = 360,000); also: potency is read from the fitted curve at half-maximal effect; series mostly up to about 57 µM; % is scaled to controls: 0 for no effect and ±100 for the full control effect; nearly all actives have a fitted effect of over 65% in size
Target sequence (P53350 whole entry, looked up, the tested form may be a part): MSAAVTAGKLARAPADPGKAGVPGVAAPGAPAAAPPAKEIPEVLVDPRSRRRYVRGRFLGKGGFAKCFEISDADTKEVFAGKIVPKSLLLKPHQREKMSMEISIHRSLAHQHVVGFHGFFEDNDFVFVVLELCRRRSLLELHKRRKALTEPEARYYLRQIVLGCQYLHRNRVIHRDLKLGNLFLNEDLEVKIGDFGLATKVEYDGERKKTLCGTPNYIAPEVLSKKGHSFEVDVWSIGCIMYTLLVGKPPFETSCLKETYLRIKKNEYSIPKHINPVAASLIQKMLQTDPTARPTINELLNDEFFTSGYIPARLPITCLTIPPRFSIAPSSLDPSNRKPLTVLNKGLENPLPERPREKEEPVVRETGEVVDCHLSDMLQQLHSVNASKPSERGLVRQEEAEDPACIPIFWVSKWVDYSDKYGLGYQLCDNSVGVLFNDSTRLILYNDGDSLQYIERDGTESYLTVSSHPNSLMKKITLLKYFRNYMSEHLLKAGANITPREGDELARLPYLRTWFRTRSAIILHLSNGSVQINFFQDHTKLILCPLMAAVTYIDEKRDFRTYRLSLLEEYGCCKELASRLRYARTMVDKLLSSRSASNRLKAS
CCT chaperon mod = cytosolic chaperonin activity modulation; purified chaperonin ATPase assay, HTRF ADP detection, 30 min; actives 0.3% (n = 360,000); activity change, % (no concentration beside the values), hits read low; AID 651819; in the data active = activity change below about -30%; also: % is scaled to controls: 0 for no effect and ±100 for the full control effect
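Enzyme 40 or 20 nM (batch-dependent) in Tris pH 7.4/KCl/MgCl2/DTT; cpd 76 uM single point; ATP 10 uM; 30 min 37 °C; Transcreener ADP HTRF detection, 30 min RT; ratio 665/615.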
PI5P4K alpha inh = PI5P4K alpha (human) kinase inhibition. actives 1.2% (n = 330,000). PI5P4Kalpha enzyme, ADP-Glo luminescence, 60 min; stronger effect = lower value. max response, %; active = max response of -50% or lower; inconclusive = between -30% and -50%; inactive = -30% or higher; also: value at the top dose of about 77 µM; % is scaled to controls: 0 for no effect and ±100 for the full control effect
Target sequence (P48426 whole entry, looked up): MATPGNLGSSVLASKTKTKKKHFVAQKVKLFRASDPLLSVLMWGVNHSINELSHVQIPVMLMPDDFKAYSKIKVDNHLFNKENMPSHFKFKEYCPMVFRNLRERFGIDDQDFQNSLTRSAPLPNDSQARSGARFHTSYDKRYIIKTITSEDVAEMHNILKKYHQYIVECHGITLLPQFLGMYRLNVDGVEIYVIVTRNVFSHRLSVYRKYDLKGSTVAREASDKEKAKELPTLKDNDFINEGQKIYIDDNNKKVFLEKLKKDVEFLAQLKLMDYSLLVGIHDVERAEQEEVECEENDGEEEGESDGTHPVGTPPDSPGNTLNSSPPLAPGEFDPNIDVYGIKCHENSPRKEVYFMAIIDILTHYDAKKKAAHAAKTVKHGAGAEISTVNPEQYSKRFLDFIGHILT
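Luminescence from ADP-Glo served as readout of PI5P4Kalpha activity in a qHTS format. Reaction: enzyme, substrate, compound, ATP at 5 microM final, 60 min at RT.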
WRN helicase inh = WRN helicase (human) inhibition. Potency, µM (series often up to 114 µM), without a hit: at the top dose activity change, negative = inhibition, actives largely listed as inhibitors. WRN helicase unwinding, fluorescent forked duplex, kinetic. Q14191. actives 0.46% (n = 360,000). AID 651768; also: potency is read from the fitted curve at half-maximal effect; % is scaled to controls: 0 for no effect and ±100 for the full control effect; nearly all actives have a fitted effect of over 55% in size
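WRN at 20 nM final preincubated with compound 15 min at room temperature; reaction started with 100 nM fluorophore/quencher forked duplex oligonucleotide and 2 mM ATP final. Unwinding followed kinetically by red fluorescence (ex 525, em 598 nm).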
Starred values were filed as active, the others as inactive; ? = inconclusive; · = no result given; [ ] = dose if it differs, or a comment. Unless noted, calls follow the shape of the dose curve; as a rule, active = well fitted curve in the direction sought with a large enough effect; inconclusive = small, poorly fitted or top-dose-only effect, or another doubt; inactive = no such curve, though single readings can be large; an effect the other way counts as inactive or inconclusive.

structure,EPAC1 ag,EPAC1 antag,MmCpn inh,EPAC2 antagonist,PLK1 PBD inh,CCT chaperon mod,PI5P4K alpha inh,WRN helicase inh
CCCSc1cc(NCCOC(=O)CCC)c([N+](=O)[O-])c2nonc12,-13%,-20%,1%,0%,17µM*,1.6,3,-15%
CCOc1ccc(/C=C/c2nc(C#N)c(NCCCOC)o2)cc1,-10%,1%,-2%,11%,5%,-3.4,11,6%
CC(C)(C)c1ccc(NC(=O)COC(=O)c2ccc3ncsc3c2)cc1,-13%,-6%,-3%,-7%,2%,-0.8,6,3%
CCn1nnc2cc(C(=O)NCCc3ccccc3F)ccc21,5%,20%,1%,-6%,7%,0.1,-1,0%
CC(C)(C)c1ccc(C(=O)Nc2ccc3c(c2)C(=O)NC3=O)cc1,-7%,-2%,0%,0%,10%,-0.8,2,-1%
Cc1nnc(SCc2ccc([N+](=O)[O-])cc2)[nH]c1=O,6%,-13%,0%,7%,-10%,1.8,1,-18%
Cc1ccc(CN(c2ccc(C(=O)NCc3cccnc3)cc2)S(C)(=O)=O)cc1,5%,5%,2%,-5%,-8%,2.3,·,3%
CCCCC(=O)Nc1ccc(Cl)cc1F,-19%,7%,·,0%,1%,0.5,1,11%
O=C(CCc1nnc(C2(c3ccc(Cl)cc3)CCC2)o1)NC1CC1,5%,-6%,5%,-5%,6%,-2.3,0,-5%
C/C(=N\Nc1ccccc1)c1cc2ccccc2oc1=O,4%,-2%,3%,-22%,-11%,1.9,0,-28%
CCOC1=C2CN(S(=O)(=O)c3ccc(C)cc3)[C@@H](c3ccccc3)C[C@H]2[C@H]2C(=O)N(c3ccccc3)C(=O)[C@H]2C1,7%,6%,·,11%,-4%,1.1,6,-9%
O=C1NC2(CCCCC2)C(=O)N1c1cccc(Cl)c1,-10%,0%,1%,1%,-8%,-1.0,3,10%
CC(=O)N1c2ccccc2Nc2ccccc21,-5%,12%,-5%,1%,5%,0.9,-4,1%
CC(=O)c1ccc(-n2cc(C#N)c(=O)[nH]c2=O)cc1,0%,4%,-1%,1%,-21%,-1.6,-4,3%
CCOC(=O)CSc1nc2cc(C(=O)NCC3CCCO3)ccc2c(=O)n1Cc1ccco1 (stereo not given),2%,-1%,1%,6%,3%,-0.4,-3,4%
N#CC1C(=O)NC(=O)CC12CCCCC2 (stereo not given),-1%,-1%,·,12%,-5%,-0.6,2,-1%
O=S(=O)(Nc1ccccc1N1CCCCC1)c1ccc(F)cc1,10%,-3%,2%,?,-9%,1.4,10,-9%
CCn1c(N)c(C(=O)NCc2ccco2)sc1=S,2%,4%,2%,-6%,24µM*,-8.7,-14,-7%
COc1ccc(CNC(=O)CSc2nnc(C)n2-c2ccc(F)cc2)cc1,-12%,-9%,-1%,12%,1%,-1.6,5,-5%
COc1cc(/C=C/C(=O)OCC(=O)NCCc2ccc(S(N)(=O)=O)cc2)ccc1OCC#N,-9%,0%,0%,10%,1%,-23,-24,-1%[11.6 µM]
CC(C)(C)c1ccc(NC(=S)NCc2cccnc2)cc1,0%,-1%,-1%,1%,-1%,-1.1,1,5%
CC(C)=NNC(=O)c1c(O)c2ccccc2[nH]c1=O,5%,1%,1%,0%,1%,-1.4,6,0%
O=C(Cn1c(=O)cnc2ccccc21)Nc1cccc(S(=O)(=O)N2CCCCC2)c1,12%,-18%,-1%,0%,-12%,0.8,1,6%
COC(=O)C1CCN(C(=O)CSc2nc3nc(C)cc(C)n3n2)CC1,-1%,12%,-3%,10%,-2%,-3.4,6,-2%
CC(=O)NC(CC(=O)Nc1cc(Cl)ccc1-n1cncn1)c1ccccc1 (stereo not given),1%,9%,2%,4%,2%,0.6,2,10%
CSc1nc2ccccc2c(=O)n1N,1%,-11%,0%,-6%,-4%,0.8,·,-7%
CC(=O)N(Nc1ccccc1)c1ccccc1,4%,3%,0%,-1%,3%,-9.3,0,3%
COc1cc(NC(=O)NC(C)(C(F)(F)F)C(F)(F)F)cc(OC)c1OC,-3%,-10%,-4%,-15%,-13%,0.7,-7,5%
CCC(C)S(=O)(=O)c1snnc1C (stereo not given),-3%,2%,0%,-2%,-10%,-2.9,-2,0%
CCOC(=O)NC(=O)COC(=O)CNC(=O)c1ccc(OCC)c(OCC)c1,5%,3%,1%,10%,-2%,1.3,-6,2%

Fetched by structure from the entries so far:
structure,EPAC1 ag,EPAC1 antag,MmCpn inh,EPAC2 antagonist,PLK1 PBD inh,CCT chaperon mod,PI5P4K alpha inh,WRN helicase inh
COc1cc(NC(=O)NC(C)(C(F)(F)F)C(F)(F)F)cc(OC)c1OC,-3%,-10%,-4%,-15%,-13%,0.7,-7,5%
C/C(=N\Nc1ccccc1)c1cc2ccccc2oc1=O,4%,-2%,3%,-22%,-11%,1.9,0,-28%

Additional records.
structure,EPAC1 ag,EPAC1 antag,MmCpn inh,EPAC2 antagonist,PLK1 PBD inh,CCT chaperon mod,PI5P4K alpha inh,WRN helicase inh
CC1(C)C2CC=C(/C=N/NC(=O)c3ccccc3O)C1C2 (stereo not given),-2%,11%,4%,4%,-1%,2.2,-4,-10%
O=c1cc(CSc2ccccc2)[nH]c2ccccc12,-2%,1%,2%,2%,-11%,-2.5,2,4%
Cc1cc(C)nc(NN2C(=O)/C(=C/c3ccccc3)SC2=S)n1,-3%,2%,-5%,11%,-27%,1.8,·,7%
CNc1nccc(-c2ccc(F)cc2)c1C#N,6%,-2%,-12%,-2%,-5%,1.0,0,6%
COc1ccc(CCN(CC(=O)NCc2ccc(F)cc2)C(=O)c2snc(C(N)=O)c2N)cc1OC,-6%,3%,-5%,-2%,-5%,-3.6,0,-4%
Cc1cc(C)c(C)c(S(=O)(=O)N2CCCN(C)CC2)c1C,3%,-5%,-1%,5%,-4%,-2.3,-4,-35%
COC(=O)c1ccc(C2CC(=O)Nc3cc(OC)c(OC)c(OC)c32)cc1 (stereo not given),12%,-18%,-2%,4%,6%,-0.4,-4,-21%
CCC(=O)N[C@H]1CC[C@@H](CCn2cc(C3CC3)nn2)O[C@@H]1CO,-1%,8%,·,1%,-1%,·,6,5%
COc1ccccc1-c1sc2cc3c(cc2c1C#Cc1ccccn1)OCO3,9%,-2%,32µM*,-13%,-5%,0.4,-1,0%
CC(C)(Cl)C1Cc2cc3ccc(=O)oc3cc2O1 (stereo not given),21%,8%,-7%,-1%,-13%,-0.2,·,-5%
COC(=O)CN1C2(C#N)CCCCC2CC2CCCCC21C#N (stereo not given),-4%,-4%,2%,-2%,-5%,-0.2,2,-23%[57.1 µM]
CSc1sc(-c2nnc(SCC(=O)Nc3ccc(Cl)cc3)n2C)c2c1C=CCC2,11%,-6%,-2%,-6%,-8%,-1.2,-1,-13%
N/N=C1\CCCc2nonc21,1%,-15%,0%,-2%,-5%,2.5,0,7%
CC(=O)Nc1ccc(S(=O)(=O)N(C)CC(=O)OCC(=O)c2ccc3c(c2)NC(=O)CO3)cc1,-2%,6%,-3%,4%,2%,2.4,2,-1%
Cc1[nH]c2ccc(C(=O)O)cc2c1C,-4%,9%,-1%,2%,1%,1.7,·,-3%
O=C(CSc1nncn1-c1cccnc1)Nc1cccc(C(F)(F)F)c1,1%,6%,1%,1%,-12%,1.5,-7,1%
Cc1ccc(S(=O)(=O)Nc2cccnc2Oc2ccc(Cl)cc2)cc1,-1%,-7%,-1%,-25%,-5%,0.7,3,-5%
CC(=O)Nc1ccc(/C=C(\C#N)C(=O)NCc2ccccc2)cc1,7%,-4%,2%,-2%,-11%,-0.5,2,-17%
O=C1OC(c2ccccc2)Sc2ccccc21 (stereo not given),1%,-28%,·,?,0%,0.7,0,2%
Cc1cc(C)n(CC(C)NC(=O)CCc2nnc(CCc3ccccc3)o2)n1 (stereo not given),-13%,?,-1%,0%,-28%,-1.1,-7,12%
CNC(=O)C1CC(=O)N(CCc2ccccc2)C(=Nc2ccc(OC)cc2)S1 (stereo not given),5%,-23%,1%,1%,-7%,-0.8,5,-1%
COc1cccc(-n2c(-c3ccc4[nH]c(C)c(C)c4c3)n[nH]c2=S)c1,2%,-26%,-11%,-11%,-7%,3.1,-10,-15%
CCOC(=O)c1c(C)[nH]c(O)c1C=Nc1ccc(C(F)(F)F)cc1,7%,13%,0%,11%,-15%,-0.8,-8,-9%
Cc1ccc(S(=O)(=O)NC(=O)Nc2nnc(C)s2)cc1,1%,14%,3%,15%,-5%,-22,1,-3%
Cc1ccc(N2CC(C(=O)NCC3CCCO3)CC2=O)cc1Cl (stereo not given),-2%,-1%,1%,-1%,-7%,-143*,-1,-1%
O=C1/C(=N\O)Cc2ccccc21,6%,-2%,-1%,0%,-2%,1.2,·,-8%
C[C@@H]1COC(=O)[C@@H](Cc2ccc(F)cc2)C/C=C\C[C@@H](CC(=O)NCCO)C(=O)N1,6%,-22%,0%,18%,-2%,0.2,-1,-5%
CN(c1cc2c(c3c1ccn3C)C1CCC2C1)C1CCCCC1 (stereo not given),-6%,20%,·,10%,-3%,-1.2,0,6%
CC(C)c1csc(CN2CCN(Cc3ccccc3)C(CCO)C2)n1 (stereo not given),0%,-4%,-4%,3%,3%,0.6,0,3%[57.1 µM]
O=C(/C=C/c1cccc([N+](=O)[O-])c1)NCCN1C(=O)S/C(=C\c2ccc(F)cc2)C1=O,5%,9%,0%,-2%,-8%,-2.4,-1,-27%
CC1C(=O)N(Cc2cn(Cc3ccco3)nn2)CCS(=O)(=O)N1Cc1ccc(-c2ccc(Cl)c(Cl)c2)cc1 (stereo not given),11%,-20%,·,4%,-6%,0.4,?,-11%
COc1cccc(NC(=O)COC(=O)c2c(F)cccc2F)c1,-9%,-4%,0%,-2%,-1%,-0.9,-5,3%

Some of the compounds tested (hit frequency here may not be typical).
